FBW7 activator – activators of human E3 ligase FBW7. AlphaScreen FBW7–phospho-cyclin E peptide binding, activator screen. 650,000 compounds, 0.13% hits. Q969H0. normalized activity (activation), % at 26.1 µM; in the data active = normalized activity above about 1.9%;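 also: purified mutant Fbw7 with reduced substrate affinity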
TEAD-YAP block – TEAD-YAP interaction inhibition | inhibition, % at 9.12 µM | 640,000 compounds, 1.4% hits | HEK-TIYL cells, TEAD-Gal4/YAP UAS-luciferase luminescence; in the data active = inhibition above about 32%;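 also: 0% = median of test compound wells and 100% = reference inhibitor wells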
MITF inh – blocks human microphthalmia-associated transcription factor | O75030 | inhibition, % at 2.6 µM | 650,000 compounds, 0.91% hits | AlphaScreen MITF homodimerization, bead proximity signal; in the data active = inhibition above about 50%;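 also: 0% = vehicle wells with protein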
Target sequence (O75030 whole entry, looked up): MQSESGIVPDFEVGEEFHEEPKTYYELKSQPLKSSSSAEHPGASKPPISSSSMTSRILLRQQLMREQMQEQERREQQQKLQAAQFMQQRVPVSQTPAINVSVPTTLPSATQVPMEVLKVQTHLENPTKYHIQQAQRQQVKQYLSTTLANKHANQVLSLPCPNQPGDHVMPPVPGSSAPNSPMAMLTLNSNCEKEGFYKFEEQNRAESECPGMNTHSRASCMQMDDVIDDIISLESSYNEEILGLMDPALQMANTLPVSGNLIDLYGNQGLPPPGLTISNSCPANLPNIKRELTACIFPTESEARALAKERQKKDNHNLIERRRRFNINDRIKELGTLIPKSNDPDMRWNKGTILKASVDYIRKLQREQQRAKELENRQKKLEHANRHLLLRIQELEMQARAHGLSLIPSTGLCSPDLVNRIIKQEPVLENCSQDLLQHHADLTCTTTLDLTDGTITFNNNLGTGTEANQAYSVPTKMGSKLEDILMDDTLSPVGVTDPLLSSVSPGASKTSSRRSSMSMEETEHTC
GPR151 ag – human GPR151 activation; Q8TDV0; 650,000 compounds, 1% hits; PathHunter beta-arrestin GPR151 cells, luminescence; AID 1508602; activation, % at 11.2 µM; in the data active = activation above about 4.9%;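 also: 0% = median of compound wells and 100% = cells with positive control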
Target sequence (Q8TDV0 whole entry, looked up): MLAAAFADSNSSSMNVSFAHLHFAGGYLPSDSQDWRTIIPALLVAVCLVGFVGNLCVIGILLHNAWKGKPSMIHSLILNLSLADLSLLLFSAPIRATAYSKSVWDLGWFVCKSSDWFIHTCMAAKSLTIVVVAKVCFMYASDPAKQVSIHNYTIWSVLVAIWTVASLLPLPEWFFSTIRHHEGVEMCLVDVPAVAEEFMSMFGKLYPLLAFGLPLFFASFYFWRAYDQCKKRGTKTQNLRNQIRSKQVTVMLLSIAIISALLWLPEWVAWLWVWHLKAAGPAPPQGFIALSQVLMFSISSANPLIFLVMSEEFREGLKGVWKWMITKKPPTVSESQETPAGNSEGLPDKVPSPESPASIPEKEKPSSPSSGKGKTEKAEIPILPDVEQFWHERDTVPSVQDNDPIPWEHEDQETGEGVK
* hit, by the source's call.

Keys – A = FBW7 activator; B = TEAD-YAP block; C = MITF inh; D = GPR151 ag
> COc1ccccc1CNC(=O)c1ccc2c(c1)N(Cc1ccccc1C)C(=O)CS2
  A: 0.1; B: 7; C: -15; D: 1.1
> CCOC(=O)c1c(NC(=O)CSc2nnc(CNC(=O)Cc3ccccc3)n2C2CCCCC2)sc2c1CCC2
  A: 0.0; B: 8; C: -15; D: -0.8
> O=C(Nc1ccc(Nc2ccc(-n3cccn3)nn2)cc1)c1cccc(F)c1
  A: -0.2; B: 2; C: 5; D: 0.8
> Cc1ccc(N(C(=O)c2ccccc2F)C2C=CS(=O)(=O)C2)cc1 (stereo not given)
  A: 0.2; B: -11; C: 3; D: 0.8
> COC(=O)c1cc(C(=O)N2CCCCC2C)cc([N+](=O)[O-])c1 (stereo not given)
  A: -0.2; B: -3; C: -1; D: 0.0
> CSc1cccc2sc(N(CCN(C)C)C(=O)C3CCCCC3)nc12
  A: 0.0; B: 9; C: 26; D: -0.5
> CCCCN(CCCC)CC(O)CN(c1ccc(C)cc1)S(=O)(=O)c1ccc(C)cc1 (stereo not given)
  A: 0.1; B: -4; C: 0; D: -0.1
> NC(=O)c1c(NC(=O)c2ccc(S(=O)(=O)N3CCCCC3)cc2)sc2c1CCCC2
  A: 0.0; B: 0; C: -11; D: 0.1
> CC1CC(C)(C)N(C(=O)CN2C(=O)CCC2=O)c2ccccc21 (stereo not given)
  A: 0.1; B: -1; C: 9; D: -0.6
> O=C(O)c1cccc(Nc2ncnc3ccc(I)cc23)c1
  A: 0.0; B: 4; C: 3; D: -0.5
> CC1CCC(N2C(=O)C3C(C(=O)Nc4ccc(Cl)cc4)C4C=CC3(O4)C2C(=O)NC2CCCC(C)C2C)CC1 (stereo not given)
  A: 0.3; B: -7; C: -3; D: -0.7
> COc1cccc(CCc2nnc(CCC(=O)N3CCN(Cc4cccs4)CC3)o2)c1
  A: 0.1; B: 0; C: -19; D: 0.1
> Cc1ccc2c(=O)c(C(=O)c3cccc([N+](=O)[O-])c3)coc2c1
  A: 0.0; B: -5; C: -12; D: 2.9
> COc1ccc(Cn2c(C(=O)O)c(CNCCC3=CCCCC3)c3ccccc32)cc1
  A: 0.0; B: 15; C: -14; D: -1.0
> Cc1cc(C)n(CCNC(=O)c2cccc3ccccc23)n1
  A: 0.1; B: 13; C: 0; D: 0.0

(next part)
Keys – A = FBW7 activator; B = TEAD-YAP block; C = MITF inh; D = GPR151 ag
> O=[N+]([O-])c1ccc(C2CC(c3ccccc3)=Nc3ccccc3N2)cc1 (stereo not given)
  A: -0.3; B: -57; C: 6; D: -1.2
> CCOC(=O)N1CCN(C(=O)CN(c2cc(Cl)ccc2C)S(C)(=O)=O)CC1
  A: 0.0; B: -2; C: 0; D: 4.0
> O=C(c1ccc(Sc2ccc(Br)cc2)c([N+](=O)[O-])c1)N1CCN(c2ccccn2)CC1
  A: -0.1; B: -11; C: -7; D: -2.1
> C=CCOC(=O)C1=C(C)N=c2s/c(=C\c3ccco3)c(=O)n2C1c1cccs1 (stereo not given)
  A: 0.5; B: -10; C: 5; D: -1.2
> COc1cccc(/C=N/NC(=O)Cn2nnc(-c3ccccc3)n2)c1OC
  A: 0.0; B: 5; C: 16; D: -0.9
> O=C(CSc1nnc(-c2c[nH]c3ccccc23)o1)Nc1ccc2c(c1)OCO2
  A: 0.0; B: -36; C: -4; D: -1.6
> CC(=O)Nc1ccc(CN2CCN(CC(C)C)C(CCO)C2)cc1 (stereo not given)
  A: 0.1; B: 5; C: -3; D: 0.4
> CC(C)c1ccc(NC(=O)c2ccc(F)c(S(=O)(=O)NCc3ccc4c(c3)OCO4)c2)cc1
  A: 0.1; B: 4; C: 7; D: 0.5
> NNc1nc2c3c(ccc2s1)CCCC3
  A: 0.1; B: 11; C: 0; D: 2.1
> Cc1nnc(Nc2ccc3c(c2)OCO3)[nH]c1=O
  A: -0.1; B: 6; C: -5; D: 1.1
> O=C(O)c1cccnc1-c1ccc2c(C(=O)O)ccc[n+]2c1
  A: -0.1; B: -1; C: 15; D: -0.3
> CSc1nc(-c2ccccc2)[nH]c1S(=O)(=O)c1ccccc1
  A: -0.2; B: 5; C: 3; D: -0.1
> Cc1nc2scc(-c3ccccc3)c2c(=O)n1/N=C/c1cccs1
  A: -0.1; B: -4; C: -7; D: 0.1
> O=C1N(C2CCCC2)C[C@@H]2C[C@@H](c3cccn3-c3nccs3)N3CCC[C@@]123
  A: 0.2; B: 4; C: 6; D: 6.4*
> O=c1cc(-c2ccccc2)c2cc(O)c(O)cc2o1
  A: -0.1; B: 5; C: -4; D: 0.5

Next compounds.
Keys – A = FBW7 activator; B = TEAD-YAP block; C = MITF inh; D = GPR151 ag
> O=c1[nH]cnc(O)c1C(c1cccs1)c1c(O)nc[nH]c1=O
  A: -0.6; B: -3; C: 8; D: -0.7
> CCOC(=O)C1=C(c2ccccc2)OC(N)=C(C#N)C1c1cccc(OC)c1 (stereo not given)
  A: -0.1; B: 6; C: -10; D: -0.8
> Cn1c(=O)c(-c2ccccc2)c(O)c2ccccc21
  A: -0.1; B: 0; C: -19; D: 0.6
> Cc1cc(Br)ccc1NC(=O)CNC(=O)CSc1n[nH]c(N)n1
  A: 0.1; B: -1; C: 1; D: 0.0
> CN(C)S(=O)(=O)c1ccc(S(=O)(=O)N(Cc2cccs2)CC2CCCO2)cc1 (stereo not given)
  A: 0.8; B: -6; C: 15; D: -0.8
> CC(=O)c1ccc(-c2ccc(-c3ccccc3)cc2)cc1
  A: 0.1; B: 0; C: 7; D: -0.4
> c1ccc(Oc2cccc(OCCCCn3cncn3)c2)cc1
  A: -0.2; B: 6; C: 74*; D: 1.0
> COCCCN1C(=O)/C(=C\c2cccc(OC)c2O)C(C(=O)OC)=C1C
  A: 0.1; B: 4; C: -7; D: 0.5
> CC(C)c1ccc(NC(=O)CCNC(=O)Cn2cnc3sc4c(c3c2=O)CCCC4)cc1
  A: 0.0; B: 9; C: 3; D: 0.0
> Cc1cc2nc(-c3ccc(Cl)cc3)c(-c3ccc(Cl)cc3)nc2cc1Cl
  A: 0.0; B: 4; C: 4; D: -0.6
> COc1ccc(/C=C2/C(=O)NC(=O)N(CCc3ccc(OC)c(OC)c3)C2=O)c(OC)c1
  A: -0.4; B: -4; C: 12; D: 0.0
> COC(=O)c1cc(COC(=O)c2nc3nc(C)cc(C)n3n2)oc1C
  A: 0.1; B: 1; C: 8; D: -0.7
> CCCNC(=O)c1sccc1S(=O)(=O)N1CCN(c2ccc(Cl)cc2)CC1
  A: 0.0; B: 1; C: 0; D: -0.5
> O=C(c1ccc2c(=O)n(CCc3ccccc3)c(=S)[nH]c2c1)N1CCOCC1
  A: -0.1; B: 2; C: 7; D: -0.3
> CCCNc1nc(Cl)ncc1C
  A: 0.6; B: -1; C: 15; D: -1.0

The list goes on.
Keys – A = FBW7 activator; B = TEAD-YAP block; C = MITF inh; D = GPR151 ag
> CCCn1c(SCC(=O)Nc2ccccc2-c2ccccc2)n[nH]c1=O
  A: -0.1; B: 14; C: -12; D: 1.7
> c1coc(CNc2ccnc3c(-c4cccc5ccccc45)cnn23)c1
  A: -0.1; B: -6; C: -7; D: -0.3
> COC(=O)c1ccccc1NC(=O)CSc1nnc(Cc2ccc(Cl)cc2)o1
  A: -0.1; B: 4; C: 7; D: 0.1
> COc1ccc(NC(=O)OCc2ccccc2)cc1
  A: 0.7; B: -61; C: -6; D: -4.1
> CCC(Sc1nc2ccccc2c2nc(-c3ccc([N+](=O)[O-])cc3)nn12)C(=O)N1CCOCC1 (stereo not given)
  A: 0.0; B: 12; C: 1; D: -1.3
> O=C(Nc1nc2c(s1)C(=O)CC(C(=O)NC1CCc3ccccc31)C2)c1ccoc1 (stereo not given)
  A: 0.3; B: -19; C: 1; D: 0.6
> CC(=O)N=C1C(Cl)=C(Cl)C(=O)C(Cl)=C1Cl
  A: -0.2; B: 3; C: 50; D: 0.5
> COc1ccccc1/C=C(/C(=O)OCC(N)=O)c1ccccc1
  A: 0.1; B: 7; C: -1; D: 0.5
> COc1cc(OC)c(NC(=O)c2cc3c(CO)cnc(C)c3oc2=O)cc1Cl
  A: -0.1; B: 0; C: 16; D: 1.2
> O=C(Cc1ccc(NC2=NC3CS(=O)(=O)CC3S2)cc1)NCc1cccnc1 (stereo not given)
  A: 1.0; B: -10; C: 1; D: -0.1
> CC1=C(C(=O)OCCOC(C)C)C(c2coc3ccccc3c2=O)C2=C(CC(C)(C)CC2=O)N1 (stereo not given)
  A: 0.1; B: -4; C: 0; D: 2.8
> O=C(CSc1nnc(CCN2C(=O)c3cccc4cccc(c34)C2=O)n1-c1ccccc1)NCc1cccnc1
  A: -0.1; B: 9; C: 0; D: 0.2
> C=CC(=O)Nc1cc([N+](=O)[O-])ccc1OC
  A: 0.2; B: 18; C: -2; D: 1.2
> CC(=O)OCCCNC(=O)/C(=C\c1cccc(Br)c1)NC(=O)c1ccco1
  A: -0.1; B: 13; C: 4; D: -0.9
> O=C(c1cn[nH]c1-c1ccc([N+](=O)[O-])cc1)N1CCOCC1
  A: -0.1; B: 9; C: 7; D: -0.1

Continued:
Keys – A = FBW7 activator; B = TEAD-YAP block; C = MITF inh; D = GPR151 ag
> CCC1CCc2c(sc(NC(=O)C3C4CCC(C4)C3C(=O)O)c2C(N)=O)C1 (stereo not given)
  A: 0.1; B: 4; C: 14; D: -0.5
> O=S(=O)(c1ccc(-n2cnnn2)cc1)N(Cc1ccco1)CC1CCCO1 (stereo not given)
  A: -0.1; B: 1; C: 13; D: -6.5
> COC(=O)c1cc2ccsc2n1Cc1cccc(OC)c1
  A: 0.3; B: -10; C: 3; D: 3.5
> N#Cc1ccc(C(=O)N2CCCC2)cc1
  A: 0.0; B: 3; C: 4; D: 0.5
> O=C(CSc1nc2c(c(=O)n1-c1ccc(F)cc1)SCC2)Nc1ccccc1F
  A: -0.2; B: 8; C: -3; D: 1.4
> CCOC(=O)c1c(NC(=O)c2ccc(S(=O)(=O)N(CC)CC)cc2)sc2c1CCN(C(C)=O)C2
  A: 0.2; B: 23; C: 1; D: -1.7
> Cc1nc(C(C)NC(=O)COc2ccc(N3CCCC3)nn2)cs1 (stereo not given)
  A: 0.0; B: -2; C: 10; D: 1.0
> N#Cc1c(NC(=O)c2cnn3c(C(F)(F)F)cc(-c4cccs4)nc23)sc2c1CCCC2
  A: 0.0; B: 2; C: 6; D: -0.3
> CCC(=O)N1CCc2cc(Br)cc(S(=O)(=O)C3(C(=O)OC)CC3)c21
  A: 0.1; B: -2; C: 18; D: -1.3
> CSc1ccc(/C=C2\NC(=O)N(Cc3ccc(Cl)cc3)C2=O)cc1
  A: -0.3; B: 7; C: 21; D: 3.4
> COc1ccc(/C=C2/N=C(c3ccccc3)NC2=O)cc1
  A: 0.1; B: -15; C: -3; D: 5.2*
> CCOCc1c(C(=O)OCC(=O)/C(C#N)=C(\C)N)oc2ccccc12
  A: -0.1; B: 4; C: -12; D: -0.3
> Cc1ccc2oc(-c3ccc(NC(=O)c4ccc(F)cc4)c(C)c3)nc2c1
  A: -0.1; B: 0; C: 0; D: -0.5
> COc1ccc(-n2ncc3c(N4CC(C)CC(C)C4)ncnc32)cc1 (stereo not given)
  A: -0.1; B: -15; C: 3; D: 1.1
> CC(=O)c1cccc(Nc2nc(-c3ccc(Cl)c(Cl)c3)cs2)c1
  A: 0.1; B: -17; C: 14; D: -0.1

Grouped by structure, the entries above containing bromine.
Keys – A = FBW7 activator; B = TEAD-YAP block; C = MITF inh; D = GPR151 ag
> O=C(c1ccc(Sc2ccc(Br)cc2)c([N+](=O)[O-])c1)N1CCN(c2ccccn2)CC1
  A: -0.1; B: -11; C: -7; D: -2.1
> Cc1cc(Br)ccc1NC(=O)CNC(=O)CSc1n[nH]c(N)n1
  A: 0.1; B: -1; C: 1; D: 0.0
> CC(=O)OCCCNC(=O)/C(=C\c1cccc(Br)c1)NC(=O)c1ccco1
  A: -0.1; B: 13; C: 4; D: -0.9
> CCC(=O)N1CCc2cc(Br)cc(S(=O)(=O)C3(C(=O)OC)CC3)c21
  A: 0.1; B: -2; C: 18; D: -1.3

Additional entries:
Keys – A = FBW7 activator; B = TEAD-YAP block; C = MITF inh; D = GPR151 ag
> Cc1cccc(-n2cc(-c3ccc(Cl)cc3)[nH]c2=S)c1
  A: -0.2; B: -19; C: 10; D: 0.1
> CN(C)S(=O)(=O)N1CCN(c2ccc([N+](=O)[O-])cc2Cl)CC1
  A: 0.2; B: -9; C: -13; D: 0.3
> COc1cc2nc(Nc3ccc(C(F)(F)F)cc3)nc(NC3CC3)c2cc1OC
  A: 0.1; B: 3; C: 12; D: 3.9
> COc1ccccc1C(=O)Nc1ccc([N+](=O)[O-])cc1O
  A: 0.1; B: -23; C: 13; D: -0.4
> CCc1ccc(CN2CCc3nnc(CNC(=O)c4ccccn4)n3CC2)cc1
  A: 0.0; B: -12; C: -7; D: -0.9
> CC(=O)c1cccc(-c2nc(C)cc(NCc3cccc(C(F)(F)F)c3)n2)c1
  A: 0.0; B: -2; C: 2; D: 3.0
> CCCN1CCN(c2nc(Cc3ccccc3)nc3sc4c(c23)CCCC4)CC1
  A: -0.2; B: 0; C: -3; D: 0.0
> O=C(Cn1ncc2ccsc2c1=O)NCCc1ccc(Cl)cc1
  A: -0.1; B: 3; C: 6; D: 2.3

Bioassay records as filed in PubChem BioAssay.
